High-throughput results deposited in PubChem BioAssay by National Center for Advancing Translational Sciences (NCATS).
BRCA1 expr act – qHTS Assay to Identify Small Molecule Activators of BRCA1 Expression. AID 624202, 2012. MCF7-BRCA1-FFLuc reporter, luminescence, 48 h; response scale: scaled: vehicle 0%, 10 µM genistein 100%. Potency, µM (series often up to 46.1 µM), for inactives: at the highest dose activation, most hits filed as activators. actives 1.1% (n = 380,000); active = well fitted activation curve with a large enough effect; inconclusive = small, poorly fitted or top-dose-only effect; inactive = no such curve, though single readings can be large or run the other way; also: nearly all actives have a fitted effect of over 80% in size; some results filed as inactive show a strong effect at the top dose
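Using MCF7 cells harboring a BRCA1 firefly luciferase reporter, plated 2 h before compound pinning, the screen measured luminescence after 48 h incubation. Responses were normalized to DMSO and 10 microM genistein, then fitted for concentration-effect.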
Numbers without * were called inactive; ? = inconclusive; [ ] = dose if it differs, or a comment. Potency is read from the fitted curve at half-maximal effect. An excerpt (hit frequency here may not be typical).

smiles,BRCA1 expr act
CC(=O)Nc1cccc(-c2ccnc3c2CC(C)(C(=O)NCC2CC2)O3)c1 (stereo unspecified),-41%
COCCN1C[C@@H](CO)O[C@@H](n2cnc3c(N4CCN(c5ccccc5)CC4)ncnc32)C1,7%
C[C@H]1CNC(=O)c2c(C(=O)NC3CCN(C(=O)OC(C)(C)C)CC3)ncn21,12%
CNc1c(Cl)cc(C=O)cc1Cl,8%
CC(C)[C@@H]1Cc2[nH]n(C)c(=O)c2[C@H](c2ccc(Cl)cc2)O1,-8%
Cc1cc(=O)c(C(=O)c2ccccc2)c(C)o1,-5%
CC12CCC(C(NC(=S)NN)C1=O)C2(C)C (stereo unspecified),-20%
O=C1NC[C@H](CCCCN2C[C@@H](Cc3ccccc3)N(CC3CCCCC3)C(=O)C2=O)N(CCC2CCCCC2)C1=O,-30%
CC(OC(=O)CSCC(=O)Nc1ccc(Cl)cc1)C(=O)N(C)Cc1ccccc1 (stereo unspecified),-8%
C=CCC1(CC=C)CC(Cc2cnccn2)N(C(=O)OC(C)(C)C)C1 (stereo unspecified),-8%

Compounds above that have a halogen (3):
smiles,BRCA1 expr act
CNc1c(Cl)cc(C=O)cc1Cl,8%
CC(C)[C@@H]1Cc2[nH]n(C)c(=O)c2[C@H](c2ccc(Cl)cc2)O1,-8%
CC(OC(=O)CSCC(=O)Nc1ccc(Cl)cc1)C(=O)N(C)Cc1ccccc1 (stereo unspecified),-8%

(continued)
smiles,BRCA1 expr act
O=S1(=O)CC(N2CCN(c3ccccn3)CC2)CN1Cc1ccc(F)cc1 (stereo unspecified),2%
COc1ccc(-c2nnn(CC(=O)N(Cc3ccc(F)cc3)C(C(=O)NC3CCCC3)c3ccc(F)cc3)n2)cc1 (stereo unspecified),-64%
CC(=O)Nc1cccc(-c2cc(NC(C)=O)c3ncc(-c4ccccc4)n3c2)c1,-11%
COc1cccc2c3cccc(OC)c3c3[nH]cnc3c12,-14%
O=c1cc(CN(Cc2ccccc2)Cc2ccccc2)c2ccccc2o1,-7%
Clc1ccc(Cn2c3c(c4ccccc42)CCc2cc4ccccc4nc2-3)cc1,-24%
COc1ccc(CC(=O)Nc2cc(S(=O)(=O)N3CCCCC3)ccc2OC(C)C)cc1OC,-43%
O=C(Nc1ccc(Cl)cc1C(=O)c1ccccn1)c1ccccc1,0%
CC(=O)NC1CC2CCCC(C1)N2C(=O)Nc1ccccc1C (stereo unspecified),11%
CC(C)(C)S(=O)N1Cc2cc(C(=O)N3CCOCC3)nc(-c3cccc(Br)c3)c2[C@@H]1CCO (stereo partly specified),12%
O=C(COc1ccccc1C(=O)Nc1ccccc1)Nc1cccc(Br)c1,-53%
CC(C)(C)c1cc(NC(=O)C2(C)CCN2C(=O)c2ccccc2CCc2ccccc2)no1 (stereo unspecified),-21%
CC#CC(=O)N1CCC(n2nccc2NC(=O)CCc2ccccc2)CC1,-10%
Clc1cc(Cl)c2nc(N3CCCC3)sc2c1,93%
CC(C)c1ccc(NC(=O)C2C3C=CC(CC3)C2C(=O)O)cc1 (stereo unspecified),19%
CCCCc1ccc(CC(=O)NO)cc1,-9%
CC(C)CC1NC(=O)c2cc3ccccc3cc2-n2c1nc1cc(Cl)ccc1c2=O (stereo unspecified),-36%
COc1ccccc1NC(=O)c1cc(C(=O)Nc2ccccc2OC)n(C)n1,-26%
CCCOc1ccc(N2C(=O)CC(NCCCN3CCC(C(N)=O)CC3)C2=O)cc1 (stereo unspecified),-35%
CN(C)Cc1csc(NC(=O)Nc2cccc(C(F)(F)F)c2)n1,-24%
COc1cccc(CNc2nc(NCC3CC3)nc3ccsc23)c1,-10%
COC(=O)COc1ccc(C(=O)Cn2c(NCCCO)nc3ccccc32)cc1,3%
Cc1cc(C)cc(Cn2c(C)c(C(=O)N(C)Cc3ccc(F)cc3)sc2=O)c1,-14%
CCCCCC(=O)N1C[C@@H](n2cc(C3CC3)nn2)[C@H](O)C[C@@H]1c1ccc(C)cc1,0%
Cc1cc(Br)cn2c(Cc3cccc(F)c3)c(-c3ccc(C#N)cc3)nc12,-47%
O=C(NCc1cccnc1)c1cc(C2CCCCN2S(=O)(=O)c2cccs2)on1 (stereo unspecified),-19%
COc1cc(C2c3[nH]c4ccccc4c3CC3COC(=O)N32)cc(OC)c1O (stereo unspecified),-60%
Cc1ccccc1CN1C[C@H]2CON(C)[C@H]2C[C@H]1c1cccc(Br)c1,-41%
COc1ccc(Cl)c(-c2cc(C(=O)NCc3ccc(C(F)(F)F)cc3)[nH]n2)c1,-35%
C[C@H](CO)N1C[C@H](C)[C@H](CN(C)C(=O)c2ccc3ccn(C)c3c2)OCc2cnnn2CCCC1=O,2%
O=C(C[C@H]1C[C@H]2c3cc(NC(=O)CC4CC4)ccc3O[C@H]2[C@H](CO)O1)NCc1ccccc1F,-5%
CCc1ccc(CN2CCC(n3nccc3NC(=O)c3ccccc3OC)CC2)o1,-11%
Cn1c(=O)c2cc(NC(=O)NCc3ccccc3)ccc2n1Cc1cccc(C(F)(F)F)c1,33%
Cc1nc(-c2ccccc2)sc1C1(C)CC(c2ccccc2F)=NO1 (stereo unspecified),83%
CN(C)C(=O)C1=NOC2(C1)C(=O)Nc1ccccc12 (stereo unspecified),10%
Cc1c(C(=O)NCc2ccc(Cl)c(Cl)c2)sc(=O)n1Cc1ccc(S(C)(=O)=O)cc1,-41%
CCCN(CC(=O)Nc1ccccc1C)C(=O)C1CCN(S(=O)(=O)c2ccc3c(c2)OCCO3)CC1,-2%
CCOC(=O)Cc1ccc(Nc2nc3cc(-c4ccccc4C)sc3c(=O)n2C)cc1,0%
CN(C)C=Nc1ccc([N+](=O)[O-])c2ccccc12,1%
Cc1cc(/C=C2\C=Cc3ccccc32)cc(C)c1N,34%

Overlap with the part before: four compounds; new compounds follow.
smiles,BRCA1 expr act
CCCN(CC(=O)Nc1ccccc1C)C(=O)C1CCN(S(=O)(=O)c2ccc3c(c2)OCCO3)CC1,-2%
CCOC(=O)Cc1ccc(Nc2nc3cc(-c4ccccc4C)sc3c(=O)n2C)cc1,0%
CN(C)C=Nc1ccc([N+](=O)[O-])c2ccccc12,1%
Cc1cc(/C=C2\C=Cc3ccccc32)cc(C)c1N,34%
O=C(/C=C/c1ccccc1O)c1ccccc1,-5%
CC(=O)c1ccc(Nc2nc(C(N)Cc3ccc(Cl)cc3)cs2)cc1 (stereo unspecified),-56%
COC(=O)C=C1CCC2C3CCC4=CC(=O)CCC4(C)C3C(=O)CC12C (stereo unspecified),-8%
O=C(NC(c1ccccc1)c1ccsc1)C1CCN(Cc2ccc(Oc3ccccc3)cc2)CC1 (stereo unspecified),-15%
COc1ccc(C(=O)NC(=S)NC(C)c2ccccc2)cc1 (stereo unspecified),3%
C[C@H](c1ccccc1)N1C[C@H](COCc2ccccc2)Oc2cc(N3CC[C@@H](N(C)C)C3)ccc2S1(=O)=O,10%
CCOc1ccc(NC(=O)COC(=O)C2COc3ccccc3O2)cc1 (stereo unspecified),15%
COc1ccc(C(C)(C)C)cc1NC(=O)CN(C)C1=NS(=O)(=O)c2ccccc21,-18%
Cn1nc(C#N)c(=O)[nH]c1=O,4%
O=C(Nc1ccncc1)C1CC(=O)N(Cc2ccccc2)C1 (stereo unspecified),1%
O=C(N/N=C/c1ccc(O)cc1O)C1CC1,-1%
CCC(CC)C(=O)N(C)c1c(C)nc2c(OCc3cccc(Cl)c3)cccn12,0%
CC1(C(=O)NS(=O)(=O)Cc2cccc(Cl)c2)CCN1C(=O)CC1CCCC1 (stereo unspecified),0%
CCOC(=O)C1=CN(C(C)C)CCC1=O,2%
CC1(C(=O)NS(=O)(=O)c2ccc(Cl)cc2)CCN1C(=O)Cc1cccc2ccccc12 (stereo unspecified),-3%
COc1ccc(-c2ccc(N3C(c4cc(OC)cc(OC)c4)=Cc4ccc(OC)cc4C3CC(C)=O)cc2)cc1 (stereo unspecified),-18%
C[C@H](CO)N1C[C@H](C)[C@H](CN(C)C(=O)c2ccccc2F)Oc2ncc(Br)cc2C1=O,10%
Cc1cc2nc(-c3ccc(C#N)cc3)c(Cc3ccsc3)n2c(C)c1Br,-45%
Cc1ccc(NC(=O)c2cnn3c2NC(=C2CC2)C=C3C(F)F)cc1,22%
CC(C)C[C@@H](CN1CCCC1CN1C(=S)NC[C@@H]1Cc1ccc(O)cc1)N1C[C@H](Cc2ccc(O)cc2)N(CCc2ccccc2)C1=S (stereo partly specified),-79%
CN(C)S(=O)(=O)c1ccc(C(=O)Nc2nnc(SCC(=O)N3CCOCC3)s2)cc1,3%
O=S1(=O)CC(N2CCSCC2)CN1Cc1cn(Cc2ccc(Cl)cc2)nn1 (stereo unspecified),24%
CCOC(=O)C1CCN(C(=O)c2ccc3c(=O)n4nc(Nc5ccccc5OC)sc4nc3c2)CC1,-75%
Cc1ccccc1-c1cccc([C@@H]2C[C@H]3[C@H](CON3C)CN2S(=O)(=O)c2ccccc2C)c1,-24%
Nc1cc(OCc2ccccc2)ccc1OCc1ccccc1,11µM*
COc1ccc(-c2nc3cc(C)c(Br)c(C)n3c2CC2CCCCC2)cc1OC,-19%
COc1ccc(CN2C(=O)CCC2(C)c2nnnn2Cc2ccccc2)cc1 (stereo unspecified),9%
CCCc1nc2c(C)cc(Br)cn2c1Cc1ccsc1,14%
CCCCN1C(=O)C(CC(=O)NCc2cccc3ccccc23)CC(C(=O)N(CC)CC)=C1C (stereo unspecified),1%
Cc1cccc(NC(=O)COC(=O)CN2C(=O)C3CCCCC3C2=O)c1C (stereo unspecified),5%
CCC(C)N1CCN(C(=O)c2cccs2)CC1 (stereo unspecified),7%
Cc1ccc2nc(-c3ccc(C)c(NC(=O)COc4ccccc4Cl)c3)oc2c1,70%
COc1ccc(C2OCC(C)(C)CO2)cc1OC,-7%
COc1ccc2c(c1)c1c(c(=O)n(-c3ccc(C)cc3)c(=O)n1CC(=O)NCC1CCCO1)n2C (stereo unspecified),-16%
CCc1nc2c(OCc3ccc(C(F)(F)F)cc3)cccn2c1N(C=O)Cc1ccc(OC)cc1,-54%
O=C(Nc1ccc(S(=O)(=O)Nc2nccs2)cc1)C(F)(F)F,-27%
CC(=O)OC1C(OC(C)=O)C2C(C)CC3OC(=O)C(C)C3CC2(C)C1OC(C)=O (stereo unspecified),4%
CNC(=O)C1Cc2c(-c3ccc4c(c3)OCO4)ccnc2O1 (stereo unspecified),8%
CCOC(=O)/C=C1\NC2(CCCCC2)Cc2cc(OC)c(OC)cc21,9%
CC(C)[Si]1(C(C)C)OCC2OC(n3cnc4c(N)ncnc43)C(N)C2O[Si](C(C)C)(C(C)C)O1 (stereo unspecified),-79%[inhibitor]
Cc1cc(N2CCN(C(=O)Oc3ccc([N+](=O)[O-])cc3)CC2)c2ccccc2n1,-13%
CCCn1c(C)nc2c(c1=O)c1nc3ccccc3nc1n2-c1ccccc1,-4%
CCc1nc2c(OCc3ccc4c(c3)OCO4)cccn2c1N(C=O)Cc1ccc(OC)cc1,11%
O=C1NC[C@H](CCCCN2CCN(Cc3ccccc3)C(=O)C2=O)N(CC2CCCCC2)C1=O,10%
COC1OC(c2ccccc2)=C(c2ccc(C(N)=O)cc2)c2ccc(F)cc21 (stereo unspecified),14%
O=C(NN=Cc1ccc2c(c1)OCO2)c1ccc([N+](=O)[O-])cc1,5%
Cc1ccc(CNc2ncnc3ccc(-c4ccoc4C)cc23)o1,-46%
Cc1nc2nc(-c3ccccc3)nn2c(C)c1Cl,17%
COc1cc(C(=O)N2CCN(C3=NS(=O)(=O)c4ccccc43)CC2)cc(OC)c1OC,7%
COC(=O)[C@@]1(Cc2ccccc2)[C@H]2C(=O)N(Cc3ccccc3)C(=O)[C@H]2[C@H]2CN(C)C(=NCc3ccccc3)N21,-14%

(listing goes on)
smiles,BRCA1 expr act
O=C(Nc1ccccc1)c1cc(C2CCCN(C(=O)C/C=C/c3ccccc3)C2)on1 (stereo unspecified),1%
CC(=O)Nc1ccc(C(=O)N2CCCC(c3cc(C(=O)Nc4ccccc4)no3)C2)cc1 (stereo unspecified),35%
CCCCN(C=O)c1c(CC)nc2ccc(C(=O)NCCOc3ccc(OC)cc3)cn12,-15%
CN(C)C1CN(Cc2cn(Cc3ccc(C(F)(F)F)cc3)nn2)S(=O)(=O)C1 (stereo unspecified),12%
CCCCn1nnnc1C(c1ccccc1)N1CCN(C/C=C/c2ccccc2)CC1 (stereo unspecified),-17%
COc1ccc(CCNC(=O)COc2cc(C)cc3oc(=O)c(C)c(C)c23)cc1OC,-8%
Cc1ccccc1-c1csc(C(O)(c2ccccc2)C(F)(F)F)n1 (stereo unspecified),5%
CCOC(=O)C1=CCN(S(=O)(=O)c2ccccc2Cl)C1c1cccc(F)c1 (stereo unspecified),-5%
CC(C)Cc1nnc(NC(=O)C2CCCN(C(=O)c3ccc(Cl)cc3)C2)s1 (stereo unspecified),9%
Cc1cc(CCNC=O)c(C)c2c1oc1ccccc12,?
COc1ccc2noc3c2c1C(=O)c1ccccc1-3,-15%
